E coli WT inh = blocks growth of wild type E. coli BW25113; 20,000 tested, 0.05% active; inhibition, % at 10 µM; E. coli BW25113 growth inhibition, OD600; AID 552; in the data active = inhibition above about 40%;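 note: bacteria exposed to compound for 20 hours at 37 °C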
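System: bacterial strain in a whole-cell growth screen; medium: LB broth with 50 µg/mL kanamycin; detection: absorbance at 615 nm; schedule: 20 h exposure, 37 °C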
Active calls of the source: *. An excerpt. The share of hits here may be higher or lower than overall.

molecule | E coli WT inh
CC(C)Oc1ccc(NC(=O)C2CCCNC2=O)cc1 (stereo not drawn) | -19.3
COc1cccc(-c2nc3n(n2)C(c2ccccc2Cl)C(C(N)=O)=C(C)N3)c1 (stereo not drawn) | 0.0
CCc1nnc(-n2nc(C)cc2-c2ccccc2)n1N | 16.1
COc1nnc(-c2ccc(N3CCCCC3)c(N)c2)c2ccccc12 | 5.4
N#C/C(=C\c1ccco1)Sc1nc2ccccc2s1 | 7.4
COC(=O)c1ccccc1NC(=O)N1CCN(C(=O)c2ccco2)CC1 | -16.5
Cc1ccc(N2CC(C(=O)N3CCc4ccccc43)CC2=O)cc1 (stereo not drawn) | -12.3
CCN(CCO)C1CC(=O)N(c2ccccc2C)C1=O (stereo not drawn) | -0.7
COc1ccc(OC)c(C2CC(=O)NC(SC)=C2C#N)c1 (stereo not drawn) | -2.6
COc1ccc(-c2nnc(-c3cccs3)o2)cc1OC | 7.5
CCOC(=O)c1c(C)n(C)c2ccc(OC(C)C(=O)OC)cc12 (stereo not drawn) | 4.0
O=C(CCC(=O)N1CCc2ccccc2C1)N1CCN(S(=O)(=O)c2ccccc2)CC1 | 20.0
COc1cc(NC(=O)c2ccccc2)cc(OC)c1 | -21.1
CCOc1ccc(OCC)c(NC(=O)CN2CCN(C(=O)c3ccco3)CC2)c1 | 10.9
Cc1ccc2occ(CN3CCN(c4ccccc4)CC3)c(=O)c2c1 | 2.3
CCSC1=C(C#N)C(c2cccc(Br)c2)CC(=O)N1 (stereo not drawn) | 1.2

Five compounds out of the list, ordered by SMILES length, lowest first:
molecule | E coli WT inh
COc1ccc(-c2nnc(-c3cccs3)o2)cc1OC | 7.5
CCOC(=O)c1c(C)n(C)c2ccc(OC(C)C(=O)OC)cc12 (stereo not drawn) | 4.0
COC(=O)c1ccccc1NC(=O)N1CCN(C(=O)c2ccco2)CC1 | -16.5
CCOc1ccc(OCC)c(NC(=O)CN2CCN(C(=O)c3ccco3)CC2)c1 | 10.9
O=C(CCC(=O)N1CCc2ccccc2C1)N1CCN(S(=O)(=O)c2ccccc2)CC1 | 20.0

(cont.)
molecule | E coli WT inh
COc1ccccc1N1CCN(c2cc(N3CCCC3)nc(C)n2)CC1 | 4.7
Cn1nnnc1SCC(=O)NCc1ccco1 | -3.6
O=C1OCCC1Sc1nnc(-c2ccco2)o1 (stereo not drawn) | -18.1
O=C(Cn1ncc2c(=O)oc3ccccc3c21)Nc1nc2ccccc2s1 | -0.8
CCOC(=O)C1=C[C@]2(CC)CCCN3CCc4c(n1c1ccccc41)[C@@H]32 | 7.4
c1ccc(-n2ncc3c(N4CCCCC4)ncnc32)cc1 | -6.4
Cc1nc2ccc(S(=O)(=O)NCC(=O)N(C)Cc3ccco3)cc2s1 | 0.4
CCC(=O)Nc1ccc(S(=O)(=O)Nc2cccnc2)cc1 | -13.1
CCOC(=O)c1[nH]c(C)c(CCC(=O)OC)c1C | 0.1
CC(C)(C#N)Nn1cnnc1 | -2.0
Cc1ccc(CNc2oc(-c3cccs3)nc2C#N)cc1 | 0.6
COCC(=O)Nc1sc2c(c1C(=O)OC)CCC(C)C2 (stereo not drawn) | -5.2
COc1cccc(N2CCN(CC(=O)c3c[nH]c4ccc(OC)cc34)CC2C)c1 (stereo not drawn) | 1.4
CCn1c(C)nc2cc(C(=O)OC(C(F)(F)C(F)F)C(F)(F)C(F)F)ccc21 | 0.4
CCCCCCNS(=O)(=O)c1ccc(Cl)s1 | 13.0
CCOc1cc(C(=O)NCc2nnc(SCC(=O)OC)n2C)cc(OCC)c1OCC | -5.6
CCn1c(SCC(N)=O)nnc1-c1ccc(S(=O)(=O)N2CCN(C)CC2)cc1 | 12.1
CC(=O)N1CCN(c2ccc(NCc3ccc4c(c3)OCO4)cc2)CC1 | 0.6
Cc1occc1-c1nnc(SCC(=O)c2cc3ccccc3oc2=O)o1 | -16.6
CCc1nnc(NC(=O)C2Cc3ccccc3CN2S(=O)(=O)c2cccs2)s1 (stereo not drawn) | 9.0
O=c1cc(-c2ccco2)oc2ccc(Cl)cc12 | -5.2
O=C(NC1CCS(=O)(=O)C1)c1c(NC(=O)C2COc3ccccc3O2)sc2c1CCCC2 (stereo not drawn) | 0.8
N#CC1=C(SCC(=O)c2cc3ccccc3oc2=O)NC(=O)C(C#N)C12CCCC2 (stereo not drawn) | 7.6
COc1cccc(CN(C(=O)c2cc3ccccc3oc2=O)C2CC2)c1 | 7.6
CC(C)C(=O)Nc1nnc(CCc2nnc(NC(=O)C(C)C)s2)s1 | -1.7
O=P(CCNCc1ccco1)(c1ccccc1)c1ccccc1 | 6.4
Cc1nnc2sc(-c3ccc(NC(=O)c4cccnc4)cc3)nn12 | 7.5
COc1ccc(NC(=O)c2coc3ccccc23)cc1OC | -24.1
CCn1c(C(=O)N2CCCC(C(=O)NCCCc3ccccc3)C2)cc2sccc21 (stereo not drawn) | 6.2
c1ccc(Nc2ncnc3c2oc2ccccc23)cc1 | -1.9
CCOC(=O)c1ccc(NC(=O)N2CCN(CCc3ccccc3)CC2)cc1 | -6.6
NC(=O)CSCc1ccc(Br)cc1 | -2.3
CCn1c(=O)cc(SCC(=O)N2CCN(C3CCCCC3)CC2)c2ccccc21 | -2.1
Cc1nc(CNS(=O)(=O)c2cccc(F)c2)cs1 | 1.0
Cc1cc(N2CCOCC2)c2c(N)c(C)cc(C)c2n1 | 3.4
Brc1ccccc1-c1nc(-c2ccccc2)no1 | 3.5
O=C1CC(N2CCOCC2)C(=O)N1CCc1ccccc1 (stereo not drawn) | -16.9
CC1=C(C(N)=O)C(c2ccccn2)n2nc(SCc3ccccc3)nc2N1 (stereo not drawn) | -4.8
Cc1ccc(C(C)C)c(OCc2nnc(SCC(=O)Nc3ncc(C)s3)n2C)c1 | -0.6
O=C(Cn1cnc2c(nnn2Cc2ccc(Cl)cc2)c1=O)NCC1CCCO1 (stereo not drawn) | 0.1
Cc1ccc(N2CC(C(=O)Nc3ccc4c(c3)OCO4)CC2=O)cc1 (stereo not drawn) | 7.7
O=C(NC1CCCCC1)n1c(=O)oc2ccc(Cl)cc21 | -6.8
CN1CCN(CC(=O)N2c3ccccc3C(C)(c3ccccc3)CC2(C)C)CC1 (stereo not drawn) | 0.3
CC1CCC(NC(=O)C2(C)CCC(=O)N2Cc2cccnc2)CC1 (stereo not drawn) | 5.3
COc1c(C)cc(Br)cc1C(=O)NCc1cccnc1 | 0.4
CCc1ccc(C(C)NC(=O)c2cc(C)oc2C)cc1 (stereo not drawn) | -6.9
CCCCc1cc(=O)oc2cc(C)c(CN3CCCC3)c(O)c12 | -6.8
Cc1noc(C)c1COC(=O)c1ccccc1Oc1ccccc1 | -3.6
Cc1ccccc1-c1nnc(SCc2ccccc2)o1 | 2.2
COc1ccc(OC(=O)c2cccc(S(=O)(=O)N3CCCC3)c2)cc1 | 5.8
O=C(CN1CCOCC1)N1CCN(C(=O)CN2CCOCC2)CC1 | -0.2
COc1ccc(C(=O)CSc2nc(SC)ns2)cc1OC | -22.5
O=C(CSc1nnc(-c2ccc(Br)cc2)n1C1CCCCC1)N1CCCC1 | 7.1
COc1ccc(CN(C2CCCC2)S(=O)(=O)c2ccc(-n3cnnn3)cc2)cc1OC | -4.2
Cc1cc(C)n(CC(=O)NC2CCCCC2)n1 | -5.6
Cc1cc(NS(=O)(=O)c2ccc(Nc3nc(-c4sc(N)nc4C)cs3)cc2)no1 | 3.0

Carrying on.
molecule | E coli WT inh
COc1cc(C)c(Br)cc1S(=O)(=O)N1CCOCC1 | -0.2
COCCCNc1ncnc2c1cnn2-c1ccc(C)cc1C | 16.4
CCOCC(=O)Nc1ccc(S(=O)(=O)NCCc2ccccc2)cc1 | -15.5
O=C(NCCCN1CCOCC1)c1cc2cc(Cl)cc(Cl)c2oc1=O | -12.7
CNC(=O)c1cc2cc(Cl)cc(OC)c2oc1=O | -24.3
Cc1onc(-c2ccccc2)c1C(=O)Nc1sc2c(c1C(N)=O)CCC2 | 6.1
CCOc1cc(S(=O)(=O)NCCN2CCOCC2)c(C)cc1C | 5.6
CCc1c(C)c2c(C)nn(-c3ccccc3)c2[nH]c1=O | 5.6
Clc1ccc(C2Nc3ccccc3-n3cccc32)cc1 (stereo not drawn) | 3.1
COc1ccc(N2CCN(S(=O)(=O)c3ccc(Cl)c(C(F)(F)F)c3)CC2)cc1 | -1.8
O=C(Oc1cccc2c(OC(=O)N3CCOCC3)cccc12)N1CCOCC1 | 0.0
O=C(Nc1ccccc1)N1CCC(c2ccccc2)C1 (stereo not drawn) | 7.5
Cc1nnc(NC(=O)c2ccccc2F)s1 | 3.9
O=C(c1cccc(C(=O)N2CCN(c3ccc(F)cc3)CC2)c1)N1CCN(c2ccc(F)cc2)CC1 | 0.2
O=C(NC1CCCCC1)N(Cc1ccc(F)cc1)Cc1nc2ccccc2c(=O)[nH]1 | -5.2
COc1cccc(-c2nc(-c3ccccc3)no2)c1 | -19.1
Cc1c(C(=O)O)sc2ncnc(N3CCCCC3C)c12 (stereo not drawn) | -24.3
COc1ccccc1Nc1nc(N)nc(CSCCO)n1 | -13.8
O=C(CSCc1ccc(F)cc1)NC1CCCC1 | 3.2
CCS(=O)(=O)c1nc2ccccc2n1Cc1ccccc1Cl | 1.7
CSc1nc2ccc(S(=O)(=O)N3CCOCC3)cc2s1 | -9.7
O=C(COc1ccc(Br)cc1CO)Nc1ccc(F)cc1 | 0.4
CCOC(=O)C1CCCN(Cc2nc(N)nc(Nc3ccc(OC)cc3)n2)C1 (stereo not drawn) | -21.3
O=C(NCc1cccnc1)c1ccc(Cl)c(Cl)c1 | -3.2
Fc1cccc(Cl)c1-c1nnc2ccc(N3CCOCC3)nn12 | -1.5
C=CCSc1nnc(NC(=O)CSc2nnc(C)s2)s1 | -0.5
N#Cc1c(NC(=O)CSc2nnc(-c3ccccc3O)n2-c2ccccc2)sc2c1CCCC2 | -21.7
CC(=O)Oc1ccc(-c2nc(-c3cccnc3)no2)cc1 | -16.3
CN1CCc2c(sc3c2c(=O)n(-c2ccccc2)c2nnc(SCc4ccccc4)n32)C1 | -4.0
Oc1c(I)cc(Cl)c2cccnc12 | 1.5
Cc1cc(C)cc(N2C(=O)C3CC=CCC3C2=O)c1 (stereo not drawn) | -17.7
CCC(=O)c1cc(F)c(N2CCN(C(=O)c3ccco3)CC2)cc1C | 4.9
CCOC(=O)N1CCC(N(C(=O)Nc2ccc(Cl)c(Cl)c2)C(C)CC)CC1 (stereo not drawn) | -2.3
C=CCC(Nc1ccco1)c1ccccc1 (stereo not drawn) | 3.5
CCOC(=O)c1c(C)[nH]c(C(=O)Cn2c(=O)c3c(ncn3CC)n(Cc3ccccc3)c2=O)c1C | 1.3
COc1ccc(S(=O)(=O)N(C)CC(=O)N2CCC(C)CC2)cc1Cl | -19.4
CC1CCN(S(=O)(=O)c2cccc(C(=O)Nc3nccs3)c2)CC1 | -17.7
CCn1c(CCNC(=O)c2ccc(OC)c(OC)c2)nc2ccccc21 | 6.1
CCc1cc(=O)oc2c(CN3CCN(C)CC3)c(O)c(Cl)cc12 | -1.6
O=C(Nc1cccc(OCC(=O)N2CCOCC2)c1)C1CCCCC1 | -3.9
N#Cc1cc2c(nc1SCc1ccncc1)CCC2 | -18.2
Cc1ccc(C(=O)N2CCN(c3ccccc3)CC2)cc1S(=O)(=O)N1CCCC1 | -15.6
O=C(CSc1nc(-c2ccccc2)cc(C(F)(F)F)n1)NCCN1CCOCC1 | -21.8
CCOCC(=O)N1CCCC(C(=O)OCC)C1 (stereo not drawn) | 21.4
Cc1ccc(C(=O)N2CCCCCC2)cc1Br | -8.6
COc1ccc(-n2nnnc2SCC#CCO)cc1 | -14.7
COc1nc(Oc2ccc(=O)[nH]n2)nc(N2CCOCC2)n1 | -9.7
O=C(Nc1ccc(S(=O)(=O)NCCc2ccccc2)cc1)c1ccco1 | -0.4
Cc1cc(C(=O)CSCc2nnc3n(CCC(C)C)c(=O)c4ccccc4n23)c(C)n1C | -3.1
Cc1ccc(SCCNS(=O)(=O)c2ccc(F)cc2)cc1 | -2.9
COc1cc(OC)c(-c2nn3c(C4CCCCC4)nnc3s2)cc1OC | 6.8
CC1=CCC2C(=O)N(c3ccc(Br)cc3C)C(=O)C2C1 (stereo not drawn) | -14.8
CCCCCc1c(C)nc(Nc2nc(C)c3cc(OC)ccc3n2)[nH]c1=O | 3.2
CCSc1oc(-c2ccccc2)nc1S(=O)(=O)c1ccccc1 | -21.7
CCn1cc(C2=NCC(C)O2)c2ccccc21 (stereo not drawn) | 2.2
CC1=Nn2c(nnc2-c2cc(C)[nH]n2)SC1 | -10.1

Additional compounds:
molecule | E coli WT inh
COCCOC(=O)C1=C(C)NC(=O)CC1c1cc2c(cc1Br)OCO2 (stereo not drawn) | -1.9
Cc1nnc(NC(=O)CSc2nnc(Cc3ccccc3)n2Cc2ccccc2)s1 | -15.0
CS(=O)(=O)Nc1ccc(Cc2ccc(NS(C)(=O)=O)cc2)cc1 | -16.3
CCCC(=O)Nc1ccc(NC(=O)c2ccccc2OC)cn1 | 13.7
Cc1nc2c3cnn(-c4ccccc4)c3ncn2n1 | 2.6
COC(=O)CCn1nnc(-c2ccc(C)cc2)n1 | -0.7
CCOC(OCC)P(=O)(C(C)C)C(C)C | 4.3
Cc1ccc(CN2C(=O)CCC2C(=O)NCC2CCCO2)cc1 (stereo not drawn) | 5.9
COc1cccc(CNc2cccc3cccnc23)c1O | 1.3
CN(C(=O)c1ccco1)c1nnc(C23CC4CC(CC(C4)C2)C3)s1 | 9.0
COC(=O)C1=C(C)Nc2nnnn2C1c1cccs1 (stereo not drawn) | -2.4
CCOC(=O)N1CCC(N2C(=O)c3ccccc3C2Nc2cccnc2)CC1 (stereo not drawn) | 14.8
CCOC(=O)N1CCN(CC(=O)Nc2c(C(=O)OC)[nH]c3cccc(Cl)c23)CC1 | -4.1
COc1ccc2cnn(-c3ccccc3)c(=O)c2c1OC | -5.9
O=C(Nc1ncc2c(n1)CC(c1ccccc1)CC2=O)c1ccco1 (stereo not drawn) | -0.8
Cn1nnnc1SCC(=O)Nc1ccccc1C(=O)NCc1ccccc1 | 2.8
